MITF primary – human MITF inhibition, primary screen. O75030. inhibition, % at 2.6 µM. 650,000 compounds, 0.91% hits. AlphaScreen MITF homodimerization, bead proximity signal; in the data active means inhibition above about 50%;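 further: 0% = vehicle wells with protein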
Target sequence (O75030 whole entry, looked up): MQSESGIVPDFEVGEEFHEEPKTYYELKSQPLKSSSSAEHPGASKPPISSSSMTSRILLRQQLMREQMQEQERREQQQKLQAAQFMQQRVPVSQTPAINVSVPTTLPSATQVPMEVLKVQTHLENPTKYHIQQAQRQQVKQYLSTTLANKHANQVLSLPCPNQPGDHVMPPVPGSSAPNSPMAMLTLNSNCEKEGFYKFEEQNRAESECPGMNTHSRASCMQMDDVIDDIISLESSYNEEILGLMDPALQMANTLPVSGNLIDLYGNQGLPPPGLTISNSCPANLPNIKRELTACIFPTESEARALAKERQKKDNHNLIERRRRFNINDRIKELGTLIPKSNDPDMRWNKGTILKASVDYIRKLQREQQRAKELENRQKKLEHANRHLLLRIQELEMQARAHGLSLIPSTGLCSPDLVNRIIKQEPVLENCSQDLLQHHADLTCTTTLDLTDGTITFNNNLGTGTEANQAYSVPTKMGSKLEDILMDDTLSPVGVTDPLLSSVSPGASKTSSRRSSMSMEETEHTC
GPR151 ag – human GPR151 activation. PathHunter beta-arrestin GPR151 cells, luminescence. 650,000 compounds, 1% hits. Q8TDV0. AID 1508602. activation, % at 11.2 µM; in the data active means activation above about 4.9%;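 further: 0% = median of compound wells and 100% = cells with positive control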
Target sequence (Q8TDV0 whole entry, looked up): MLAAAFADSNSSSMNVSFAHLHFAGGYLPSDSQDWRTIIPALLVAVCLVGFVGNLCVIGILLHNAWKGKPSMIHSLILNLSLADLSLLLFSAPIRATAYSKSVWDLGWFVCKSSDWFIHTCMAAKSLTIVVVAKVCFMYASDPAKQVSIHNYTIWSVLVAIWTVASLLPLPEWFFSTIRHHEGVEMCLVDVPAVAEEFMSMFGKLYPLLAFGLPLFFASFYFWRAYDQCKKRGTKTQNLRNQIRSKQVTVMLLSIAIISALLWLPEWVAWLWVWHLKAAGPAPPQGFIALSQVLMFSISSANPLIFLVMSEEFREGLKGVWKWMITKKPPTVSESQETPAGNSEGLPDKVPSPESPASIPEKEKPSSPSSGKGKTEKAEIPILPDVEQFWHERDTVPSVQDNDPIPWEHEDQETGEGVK
FBW7 activator – activators of human E3 ligase FBW7 | Q969H0 | AlphaScreen FBW7–phospho-cyclin E peptide binding, activator screen | normalized activity (activation), % at 26.1 µM | 650,000 compounds, 0.13% hits; in the data active means normalized activity above about 1.9%;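 further: purified mutant Fbw7 with reduced substrate affinity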
TEAD-YAP inh – TEAD-YAP interaction inhibition | HEK-TIYL cells, TEAD-Gal4/YAP UAS-luciferase luminescence | AID 1259422 | 640,000 compounds, 1.4% hits | inhibition, % at 9.12 µM; in the data active means inhibition above about 32%;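 further: 0% = median of test compound wells and 100% = reference inhibitor wells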
* hit, by the source's call. Hits appear at their usual frequency; any-hit rate near 3.5%.

For C=CCOc1ccc(/C=N/NC(=O)C(=O)Nc2ccc(OC)cc2)cc1 the results were MITF primary 17, GPR151 ag -0.2, FBW7 activator -0.1 and TEAD-YAP inh 15.
Screening O=C(c1ccc(CS(=O)c2ccc(Cl)cc2)o1)N1CCN(c2ccccn2)CC1 (configuration not stated) returned MITF primary 24, GPR151 ag -0.3, FBW7 activator 0.3 and TEAD-YAP inh 8.
`Cc1occc1C(=O)Nc1cccc(/C=C/C(=O)O)c1` gave MITF primary 10, GPR151 ag -6.1, FBW7 activator 0.0 and TEAD-YAP inh -3.
For CC1=C(C(=O)Nc2ccccc2)C(c2ccccc2)n2c(s/c(=C/c3ccc(C)o3)c2=O)=N1 (configuration not stated) the results were MITF primary 1, GPR151 ag -0.7, FBW7 activator 0.2 and TEAD-YAP inh 14.
For COc1ccccc1-c1nc2s/c(=C\c3cccc([N+](=O)[O-])c3)c(=O)n2n1 the results were MITF primary 2, GPR151 ag 7.8*, FBW7 activator 0.0 and TEAD-YAP inh 4.
`CC(=O)c1ccc(Nc2nc3ccccc3nc2-n2nc(C)cc2C)cc1` gave MITF primary -4, GPR151 ag -1.8, FBW7 activator 0.1 and TEAD-YAP inh 5.
Screening Cc1cc(NC(=O)CC2Oc3ccccc3NC2=O)ccc1Br (configuration not stated) returned MITF primary -6, GPR151 ag -0.6, FBW7 activator -0.2 and TEAD-YAP inh 4.
CC(C)c1nnc(SCC(=O)NCc2ccco2)n1C was read as MITF primary 2, GPR151 ag 0.5, FBW7 activator 0.0 and TEAD-YAP inh -12.
`CC(C(=O)O/N=C(\N)c1ccncc1)c1ccc([N+](=O)[O-])cc1` (configuration not stated) gave MITF primary 16, GPR151 ag 21*, FBW7 activator 0.5 and TEAD-YAP inh 6.
For Fc1ccc(-n2nnc3c(SCc4ccccn4)ncnc32)cc1 the results were MITF primary 15, GPR151 ag -0.9, FBW7 activator 0.0 and TEAD-YAP inh 9.
`C/C(CCc1ccccc1)=N/NC(=O)CCC(=O)Nc1ccc(C)cc1` gave MITF primary 5, GPR151 ag 1.1, FBW7 activator -0.1 and TEAD-YAP inh 14.
For CN(C)S(=O)(=O)NNC(=O)c1c[nH]c2ccccc12 the results were MITF primary -5, GPR151 ag 0.3, FBW7 activator -0.1 and TEAD-YAP inh -4.
Screening CCCc1cc(Nc2ccc(C(=O)OC)cc2)n2ncnc2n1 returned MITF primary -7, GPR151 ag 1.0, FBW7 activator -0.4 and TEAD-YAP inh -1.
For C=CCn1c(SC(C)C)nc2c1c(=O)n(C)c(=O)n2C the results were MITF primary 3, GPR151 ag 8.6*, FBW7 activator -0.3 and TEAD-YAP inh -1.
For O=C(/C=C1\SC(=O)NC1=O)Nc1cccc(O)c1 the results were MITF primary 11, GPR151 ag -0.6, FBW7 activator -0.3 and TEAD-YAP inh 5.
Screening CCN1C(=O)N(c2ccc(Cl)cc2)C(n2oc(=O)n(-c3ccc(Cl)cc3)c2=O)C1(C)C (configuration not stated) returned MITF primary 8, GPR151 ag -1.4, FBW7 activator -0.1 and TEAD-YAP inh -2.
Screening O=C(NCC1Cc2cccc(-c3ccncc3)c2O1)c1csc(-c2cccs2)n1 (configuration not stated) returned MITF primary 5, GPR151 ag 0.6, FBW7 activator -0.1 and TEAD-YAP inh 7.
`O=C(CCN1C(=O)c2ccccc2C1=O)Nc1c(Cl)cccc1Cl` gave MITF primary -3, GPR151 ag 0.0, FBW7 activator 0.0 and TEAD-YAP inh 7.
For O=C(NCc1ccccc1)Nc1ccc2c(c1)N(S(=O)(=O)c1ccc(F)cc1)CCC2 the results were MITF primary -3, GPR151 ag 0.2, FBW7 activator 0.0 and TEAD-YAP inh 9.
O=C(O)c1ccccc1C(=O)Nc1cccc2ncccc12 was read as MITF primary -15, GPR151 ag 0.0, FBW7 activator 0.0 and TEAD-YAP inh -2.
For COc1cc(C2C(C(=O)OCCOc3ccccc3)=C(C)NC3=C2C(=O)CC(C)(C)C3)cc(OC)c1OC (configuration not stated) the results were MITF primary -6, GPR151 ag 0.3, FBW7 activator -0.1 and TEAD-YAP inh 1.
For COc1ccc(OCCOCCn2c(-c3ccc(Cl)cc3)nc3ccccc3c2=O)cc1 the results were MITF primary 13, GPR151 ag -0.3, FBW7 activator 0.1 and TEAD-YAP inh 1.
CCc1cc2c(=O)c(-c3nc(C)cs3)coc2cc1OCC(=O)OC was read as MITF primary 20, GPR151 ag -1.1, FBW7 activator 0.1 and TEAD-YAP inh 4.
`Brc1cccc(-c2cnc3ccc(NCc4cccs4)nn23)c1` gave MITF primary 12, GPR151 ag -0.5, FBW7 activator 0.3 and TEAD-YAP inh 3.
For CSc1nc2c(c(=O)n1C1CCOC(C)(C)C1)C1(CCCCC1)Cc1ccccc1-2 (configuration not stated) the results were MITF primary -6, GPR151 ag 0.6, FBW7 activator -0.2 and TEAD-YAP inh -4.
For CC(C)(C)NCC(=O)Nc1ccc(F)cc1 the results were MITF primary 15, GPR151 ag -0.6, FBW7 activator 0.2 and TEAD-YAP inh -2.
O=C(CCC1Nc2c3ccccc3nc(=S)n2C1=O)NCCc1c[nH]c2ccccc12 (configuration not stated) was read as MITF primary -6, GPR151 ag -0.4, FBW7 activator -0.1 and TEAD-YAP inh -4.
Screening Cc1sc(NC(=O)c2ccccc2Br)c(C#N)c1C returned MITF primary -1, GPR151 ag 1.4, FBW7 activator 0.1 and TEAD-YAP inh -22.
`O=C(c1cccc(F)c1)N1CCN(c2ccc(Nc3ccccc3)nn2)CC1` gave MITF primary 25, GPR151 ag -1.9, FBW7 activator 0.2 and TEAD-YAP inh 1.
For COc1ccccc1N1C(=O)C2C(c3ccccc3)C=CC(c3ccccc3)C2C1=O (configuration not stated) the results were MITF primary 2, GPR151 ag 0.9, FBW7 activator 0.0 and TEAD-YAP inh 10.
Screening Cc1ccc(NC(=O)CN2C(=O)CC(C)Sc3ccccc32)c(C)c1 (configuration not stated) returned MITF primary 3, GPR151 ag -0.4, FBW7 activator -0.2 and TEAD-YAP inh -3.
CCOc1ccccc1NC(=O)CSc1nnc(CC)n1-n1cccc1 was read as MITF primary 0, GPR151 ag -1.4, FBW7 activator 0.2 and TEAD-YAP inh 10.
`COc1ccccc1CNC(=O)CSc1nc2c(oc3ccccc32)c(=O)n1CCCOC(C)C` gave MITF primary 3, GPR151 ag 1.9, FBW7 activator -0.2 and TEAD-YAP inh 3.
COc1ccc(-c2nc3ccccc3o2)cc1NC(=S)NC(=O)c1oc2ccccc2c1C was read as MITF primary 16, GPR151 ag 0.2, FBW7 activator 0.2 and TEAD-YAP inh -7.
O=C(CCSc1nc2ccccc2s1)Nc1ccccc1Br was read as MITF primary 12, GPR151 ag 1.3, FBW7 activator 0.0 and TEAD-YAP inh 3.
`O=C(COC(=O)c1cc(-c2ccc(Cl)cc2)nc2ccccc12)c1ccc(Cl)c([N+](=O)[O-])c1` gave MITF primary -11, GPR151 ag 2.8, FBW7 activator -0.1 and TEAD-YAP inh 1.
For CC(C)(C)C1CCC2(CC1)NC(=O)c1ccccc1O2 (configuration not stated) the results were MITF primary 7, GPR151 ag 0.9, FBW7 activator 0.1 and TEAD-YAP inh 13.
Screening CN1C(=O)/C(=C(/C#N)c2ccccn2)c2ccccc21 returned MITF primary 13, GPR151 ag 0.2, FBW7 activator 0.0 and TEAD-YAP inh -4.
Screening CCn1c(SCC(=O)Nc2ccc(C)cc2)nnc1-c1ccc(N)cc1 returned MITF primary -23, GPR151 ag -0.6, FBW7 activator -0.1 and TEAD-YAP inh 0.
For CCOc1c(CNCc2ccncc2)cccc1OC the results were MITF primary 2, GPR151 ag 1.2, FBW7 activator -0.3 and TEAD-YAP inh 19.
`Cc1ccc(Nc2cc(=O)n(C)c(=O)n2C)cc1` gave MITF primary -15, GPR151 ag 0.7, FBW7 activator 0.5 and TEAD-YAP inh 9.
Cc1nc(SCC(=O)c2c(C)[nH]c3ccccc23)c2ccsc2n1 was read as MITF primary 18, GPR151 ag 0.0, FBW7 activator -0.1 and TEAD-YAP inh 9.
O=C1CCCN1CCn1cnc2c(Nc3ccc4c(c3)OCO4)nc(NCc3ccc4c(c3)OCO4)nc21 was read as MITF primary 24, GPR151 ag -1.3, FBW7 activator -0.2 and TEAD-YAP inh -6.
O=C1c2ccc(-c3nc4ccccc4c(=O)o3)cc2C(=O)N1c1ccccc1I was read as MITF primary -6, GPR151 ag -0.6, FBW7 activator 0.0 and TEAD-YAP inh -3.
CCn1cnc2cc(NCc3cccc(OC)c3)ccc21 was read as MITF primary -6, GPR151 ag -0.1, FBW7 activator -0.2 and TEAD-YAP inh -55.

Pulled by compound from the entries so far:
CC(C)c1nnc(SCC(=O)NCc2ccco2)n1C was read as MITF primary 2, GPR151 ag 0.5, FBW7 activator 0.0 and TEAD-YAP inh -12.
For COc1cc(C2C(C(=O)OCCOc3ccccc3)=C(C)NC3=C2C(=O)CC(C)(C)C3)cc(OC)c1OC (configuration not stated) the results were MITF primary -6, GPR151 ag 0.3, FBW7 activator -0.1 and TEAD-YAP inh 1.
For C=CCOc1ccc(/C=N/NC(=O)C(=O)Nc2ccc(OC)cc2)cc1 the results were MITF primary 17, GPR151 ag -0.2, FBW7 activator -0.1 and TEAD-YAP inh 15.
For COc1ccc(OCCOCCn2c(-c3ccc(Cl)cc3)nc3ccccc3c2=O)cc1 the results were MITF primary 13, GPR151 ag -0.3, FBW7 activator 0.1 and TEAD-YAP inh 1.
For O=C(NCc1ccccc1)Nc1ccc2c(c1)N(S(=O)(=O)c1ccc(F)cc1)CCC2 the results were MITF primary -3, GPR151 ag 0.2, FBW7 activator 0.0 and TEAD-YAP inh 9.
Screening Cc1sc(NC(=O)c2ccccc2Br)c(C#N)c1C returned MITF primary -1, GPR151 ag 1.4, FBW7 activator 0.1 and TEAD-YAP inh -22.

Continued:
CCC1(C)Cc2ccccc2-c2nc3n(c(=O)c21)CCCS3 (configuration not stated) was read as MITF primary 5, GPR151 ag -1.0, FBW7 activator -0.1 and TEAD-YAP inh 0.
NC(CC(=O)NC(c1ccccc1)(c1ccccc1)c1ccccc1)C(=O)O (configuration not stated) was read as MITF primary -3, GPR151 ag 0.6, FBW7 activator 0.0 and TEAD-YAP inh -2.
For O=c1oc2ccc3ccccc3c2cc1-c1nnc(Nc2ccc(Oc3ccc(Cl)cc3)cc2)s1 the results were MITF primary -1, GPR151 ag 2.0, FBW7 activator -0.1 and TEAD-YAP inh 0.
Cc1nc2ccccc2c(=O)n1-c1ccc(NC(=O)COc2ccccc2)cc1 was read as MITF primary -4, GPR151 ag 2.9, FBW7 activator 0.4 and TEAD-YAP inh 7.
CNc1nc(N2CCCC2)nc(N)c1[N+](=O)[O-] was read as MITF primary -1, GPR151 ag -1.7, FBW7 activator 0.1 and TEAD-YAP inh 1.
Screening O=C(NC1CCC(NC(=O)c2cccc(F)c2)CC1)c1cccc(F)c1 (configuration not stated) returned MITF primary -1, GPR151 ag 9.4*, FBW7 activator 0.1 and TEAD-YAP inh 4.
NC(=O)c1ccc(NC(=O)CSc2nnc(C3CC3)n2N)cc1 was read as MITF primary 5, GPR151 ag 1.1, FBW7 activator 0.1 and TEAD-YAP inh 3.
`Fc1ccccc1-c1nc(Nc2cccc(C(F)(F)F)c2)c2ccccc2n1` gave MITF primary -3, GPR151 ag -0.7, FBW7 activator 0.3 and TEAD-YAP inh 10.
Screening O=C(N/N=C/c1ccccn1)c1ccccn1 returned MITF primary 48, GPR151 ag -3.1, FBW7 activator -2.1 and TEAD-YAP inh -32.
Screening CCC(Sc1nc2n[nH]c(C)c2c(=N)n1-c1cc(C)ccc1C)C(=O)N1CCCC1 (configuration not stated) returned MITF primary -4, GPR151 ag 0.1, FBW7 activator 0.0 and TEAD-YAP inh -31.
Screening CC(C(=O)NCCC1=CCCCC1)N(c1ccc(Cl)cc1)S(C)(=O)=O (configuration not stated) returned MITF primary -4, GPR151 ag 1.3, FBW7 activator 0.1 and TEAD-YAP inh 10.
`CCOC(=O)c1ccc2c(c1)[C@@H]1C=CC[C@@H]1[C@H](c1cccc(OC3CSC3)c1)N2` gave MITF primary -1, GPR151 ag 0.6, FBW7 activator 0.0 and TEAD-YAP inh -6.
`O=Cc1s/c(=N\S(=O)(=O)c2ccccc2)n(-c2ccccc2)c1Cl` gave MITF primary 17, GPR151 ag -0.4, FBW7 activator 0.1 and TEAD-YAP inh -17.
For c1ccc2c(Nc3nccc(NC4CC4)n3)nccc2c1 the results were MITF primary 2, GPR151 ag -0.7, FBW7 activator 0.2 and TEAD-YAP inh -49.
`CCOc1ccc(C(CC(=O)O)NC(=O)COc2ccccc2OC)cc1OC` (configuration not stated) gave MITF primary 17, GPR151 ag -1.2, FBW7 activator 0.1 and TEAD-YAP inh 11.
For COc1cc(-c2cn[nH]c2)ccc1NC(=O)N(CCN(C)C)CC1CCCCC1 the results were MITF primary -1, GPR151 ag 0.4, FBW7 activator 0.1 and TEAD-YAP inh -5.

Bioassay records: PubChem, The Scripps Research Institute Molecular Screening Center
